Screening data as filed in PubChem.
TexasRed fluor: Total Fluorescence Counterscreen for Inhibitors of the Interaction of Thyroid Hormone Receptor and Steroid Receptor Coregulator 2; Potency, µM (series often up to 106 µM), inactives show at the top dose fluorescence change, negative = quenching; TRb/SRC2 Texas Red total fluorescence interference; AID 1479, 2009; 280,000 compounds, 0.29% hits; active = well fitted curve in either direction with a large enough effect; inconclusive = small, poorly fitted or top-dose-only effect; note: % is set by controls: 0 for no effect and ±100 for the full control effect
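Human TRβ ligand-binding domain (0.6 uM) and Texas Red SRC2 peptide (20 nM) in Tris buffer with 1 uM T3 and 5% DMSO were incubated with pinned compound for 5 hr at ambient temperature. Total fluorescence was computed as S + 2P (555/632 nm).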
SMN2 splice up: qHTS Assay for Enhancers of SMN2 Splice Variant Expression; HEK293 SMN2-luciferase splicing reporter, luminescence, 30-36 h; Potency, µM (highest dose often 46.1 µM), without a hit: at the top dose activity change, positive = activation, actives largely listed as activators; 210,000 compounds, 2.8% hits; note: % of control where 0% means no effect; nearly all actives have a fitted effect of over 55% in size
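qHTS luciferase splicing reporter: luminescence rises when SMN2 exon 7 is included in transfected HEK293 cells. Compound exposure lasted 30-36 h at 37C, with 4.5 mM final sodium butyrate as control, followed by a ONE-Glo read.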
RGS12 GoLoco inh: qHTS Assay for Inhibitors of RGS12 GoLoco Motif Activity (Red Fluorophore); AID 880, 2007; Potency, µM (doses to about 61.6 µM), for inactives: at the highest dose activity, negative = inhibition, usual class: inhibitors; Guanine nucleotide-binding protein G(i) subunit alpha-1 (Homo sapiens), P63096; 230,000 compounds, 0.44% hits; Gai1:RGS12 GoLoco peptide FP, rhodamine, 10 min; active = well fitted inhibition curve with a large enough effect, not every such curve was filed as active; inactive = no such curve, though single readings can be large or run the other way; note: % is set by controls: 0 for no effect and ±100 for the full control effect; nearly all actives have a fitted effect of over 30% in size; many of its hits are not listed in these tables
Target sequence (P63096 whole entry, looked up): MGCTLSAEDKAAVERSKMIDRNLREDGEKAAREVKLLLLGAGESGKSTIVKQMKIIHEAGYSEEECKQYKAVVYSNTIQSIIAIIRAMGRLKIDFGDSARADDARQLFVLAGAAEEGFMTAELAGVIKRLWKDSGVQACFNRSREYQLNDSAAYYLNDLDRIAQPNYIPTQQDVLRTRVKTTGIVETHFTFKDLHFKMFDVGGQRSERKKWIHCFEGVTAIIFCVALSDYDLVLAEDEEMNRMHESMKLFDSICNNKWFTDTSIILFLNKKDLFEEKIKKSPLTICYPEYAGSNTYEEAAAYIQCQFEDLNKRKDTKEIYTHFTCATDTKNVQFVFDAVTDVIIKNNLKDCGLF
LMNA splice mod: qHTS Assay for Modulators of Lamin A Splicing; HeLa LMNA splicing GFP/RFP minigene ratio, 48 h; Potency, µM (highest dose often 46.1 µM), inactives show top-dose ratio change, negative = inhibition, hits mostly inhibitors; 200,000 compounds, 0.01% hits; active = well fitted inhibition curve with a large enough effect in the signal ratio, with a control signal flat, not every such curve was filed as active; inconclusive = small, poorly fitted or top-dose-only effect, or effect the other way, or a change in a side signal; the % refers to the signal ratio; note: % is set by controls: 0 for no effect and ±100 for the full control effect
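Read-out is the ratio of GFP to DsRed2 object intensity, acquired by 488 nm laser-scanning cytometry on HeLa lamin A-EGFP minigene reporter cells. Compound incubation 48 hrs at 37 °C in Opti-MEM with 2% FBS; DMSO 0.5% final.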
TRb SRC2 PPI: qHTS for Inhibitors of the Interaction of Thyroid Hormone Receptor and Steroid Receptor Coregulator 2. 280,000 compounds, 0.065% hits. TRbeta-SRC2 peptide binding, fluorescence polarization; receptor liganded with 1 µM T3. Thyroid hormone receptor beta (Homo sapiens), P10828. Potency, µM (titrated, usually from 106 µM), without a hit: at the highest dose activity change, negative = inhibition, most hits filed as inhibitors;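 note: plate controls were bound peptide for no effect and peptide without receptor for full effect; nearly all actives have a fitted effect of over 50% in size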
Target sequence (P10828 whole entry, looked up): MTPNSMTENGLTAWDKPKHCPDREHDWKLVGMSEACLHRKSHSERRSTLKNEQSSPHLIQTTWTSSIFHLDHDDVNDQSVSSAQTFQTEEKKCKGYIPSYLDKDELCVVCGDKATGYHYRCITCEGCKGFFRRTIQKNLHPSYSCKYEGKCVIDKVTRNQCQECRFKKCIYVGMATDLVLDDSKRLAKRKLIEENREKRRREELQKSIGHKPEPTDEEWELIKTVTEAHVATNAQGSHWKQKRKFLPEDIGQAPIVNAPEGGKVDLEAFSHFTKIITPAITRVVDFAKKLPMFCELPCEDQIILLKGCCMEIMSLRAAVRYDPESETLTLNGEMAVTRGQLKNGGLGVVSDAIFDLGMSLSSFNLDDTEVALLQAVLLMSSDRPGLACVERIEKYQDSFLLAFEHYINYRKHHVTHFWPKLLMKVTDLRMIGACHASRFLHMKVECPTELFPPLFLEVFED
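Quantitative HTS by FP: 0.6 uM TRb LBD, 20 nM labeled SRC2 20-mer, 1 uM T3, 5% DMSO; 5 hr ambient incubation; % activity per concentration and potencies from concentration series.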
JMJD2E inh: qHTS Assay for Inhibitors of Human Jumonji Domain Containing 2E (JMJD2E); AID 2147, 2009; 230,000 compounds, 1.6% hits; Lysine-specific demethylase 4E (Homo sapiens), B2RXH2; Potency, µM (top dose mostly 57.1 µM), for the others: at the highest dose activity change, negative = inhibition, usual class: inhibitors; JMJD2E catalytic domain, FDH-coupled NADH fluorescence (FDH is formaldehyde dehydrogenase); active = well fitted inhibition curve with a large enough effect, not every such curve was filed as active; inconclusive = small, poorly fitted or top-dose-only effect, or another doubt; inactive = no such curve, though single readings can be large or run the other way;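 note: 0% = wells with enzyme and -100% = buffer wells without enzyme; nearly all actives have a fitted effect of over 50% in size; many of its hits are not listed in these tables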
ALDH1A1 block: qHTS Assay for Inhibitors of Aldehyde Dehydrogenase 1 (ALDH1A1). Aldehyde dehydrogenase 1A1 (Homo sapiens), P00352. Purified ALDH1A1, NADH fluorescence, propionaldehyde substrate. Potency, µM (titrated, usually from 75.3 µM), inactives show at the highest dose activity, negative = inhibition, usual class: inhibitors. 220,000 compounds, 7.3% hits; active = well fitted inhibition curve with a large enough effect, not every such curve was filed as active; inconclusive = small, poorly fitted or top-dose-only effect, or another doubt; inactive = no such curve, though single readings can be large or run the other way;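 note: plate controls were no enzyme wells and a reference inhibitor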
RECQ1 helicase: qHTS Assay for Inhibitors of RecQ-Like Dna Helicase 1 (RECQ1) | RECQ1 DNA unwinding, red fluorescence kinetic read | Potency, µM (series often up to 57.3 µM), without a hit: at the top dose activity, negative = inhibition, most hits filed as inhibitors | 240,000 compounds, 0.54% hits;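 note: plate controls were vehicle for no effect and no enzyme for full effect; nearly all actives have a fitted effect of over 30% in size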
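50 nM RECQ1T1 preincubated 15 min with compound in Tris pH 8.0 buffer with MgCl2, DTT, Tween-20 and 2.5 ug/ml poly(dI-dC); started with 200 nM TAMRA/BHQ-2 forked duplex and 2 mM ATP. Unwinding read as fluorescence (525/598 nm), two reads 2 h apart.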
Numbers without * were called inactive; i = inactive; ? = inconclusive; / = not tested or not shown; [ ] = another dose, or the depositor's remark. Unless noted, calls come from the whole dose curve; as a rule, active = well fitted curve in the direction sought with a large enough effect; inconclusive = small, poorly fitted or top-dose-only effect, or another doubt; inactive = no such curve, though single readings can be large; an effect the other way counts as inactive or inconclusive. Potency is the fitted concentration of half-maximal effect. Only part of the results is shown (hit frequency here may not be typical).

Fields – JMJD2E inh, ALDH1A1 block, RECQ1 helicase, RGS12 GoLoco inh, TRb SRC2 PPI, SMN2 splice up, TexasRed fluor, LMNA splice mod
CC(=O)OC[C@H]1O[C@@H](Sc2cccc3cccnc23)[C@H](OC(C)=O)[C@@H](OC(C)=O)[C@@H]1OC(C)=O
 : ?, ?, -12%, -2%, 1%, -11%, 1%, -7%
c1ccc2c(N3CCCCCC3)nc(-c3ccncc3)nc2c1
 : 6%, -14%, -17%, 7%, 0%, 11%, -5%, ?
CN(C)S(=O)(=O)c1cccc(-c2nn(-c3ccccc3)cc2/C=C(\C#N)c2nc3ccccc3[nH]2)c1
 : 2%, 7%, 1%, 7%, -4%, -1%, 6%, -14%
N#C/C=C(/c1ccc(F)cc1)N1CCOCC1
 : -1%, 0%, -20%, 7%, -10%, 9%, -6%, /
CCOC(=O)C(=O)/C(=C\N(C)C)c1onc(-c2c(F)cccc2Cl)c1C(=O)OC
 : 3%, -11%, -7%, 2%, -7%, 5%, 1%, -10%
Cc1cc([N+](=O)[O-])nn1CCCC(=O)Nc1cc(Oc2ccc(F)cc2)cc([N+](=O)[O-])c1
 : 4%, ?, -6%, -1%, 11%, -65%[inhibitor], 11%, ?
COc1ccc(-c2csc(NC(=S)NC(=O)c3cccs3)n2)cc1Br
 : -23%, 2%, 1%, -1%, -7%, /, -5%, ?
O=C(NCCC1=CCCCC1)C(=O)NCC(c1ccco1)N1CCN(c2ccccc2F)CC1 (configuration not stated)
 : 8%, -6%, 1%, -2%, 5%, -7%[1.84 µM], 0%, -5%
O=C(CC1Oc2ccccc2NC1=O)NCc1ccccc1 (configuration not stated)
 : -8%, 9%, -9%, 2%, 4%, -11%, 0%, 5%
COc1cccc(NC(=O)Nc2ccc3nsnc3c2)c1
 : -9%, -5%, -2%, 5%, 2%, 13µM*, -3%, -3%
COc1ccccc1CCNC(=O)c1ccc(C)o1
 : -2%, -2%, i, 9%, 8%, -9%, -1%, 13%
Cc1sc2ncnc(NCC(c3ccco3)N3CCCC3)c2c1C (configuration not stated)
 : -1%, 0%, -2%, 7%, 0%, -11%, 0%, -5%
COc1cccc(-c2ccc(SCc3ccccn3)nn2)c1
 : 2%, 5%, 12%, 5%, 8%, 11µM*, 1%, /
C=CCNC1=C(Cl)C(=O)c2ccccc2C1=O
 : 1%, ?, 1%, 18%, -8%, -7%, -5%, ?
CN1CCN(C(=O)/C(=C/c2cccs2)NC(=O)c2ccco2)CC1
 : -9%, 1%, 11%, 10%, 6%, -10%, -1%, -6%[46 µM]
CC1(C)Cc2c(sc3ncnc(N)c23)CO1
 : -7%, 10%, -2%, -8%, -4%, 20%, -7%, -3%
O=C(CSc1n[nH]c(C2CCCC2)n1)NC1CCCC1
 : 4%, 10%, -4%, 6%, -5%, 4%, -3%, 4%
Cc1oc(-c2cccc(Cl)c2)nc1CN1CCC(C(=O)NCC2CCCO2)CC1 (configuration not stated)
 : 1%, 1%, i, 9%, 6%, -10%, 1%, 3%
Cc1ccc(C(=O)NCCCc2ccccc2)c(C)c1
 : 0%, 3%, i, -15%, 1%, 13µM*, -1%, -2%[46 µM]
COC(=O)c1ccc(NC(=O)CN2CCN(c3ccccc3)CC2)cc1
 : -5%, 1%, -8%, /, -3%, /, -1%, 3%
O=C(c1cccc(N2C(=O)c3ccccc3C2=O)c1)N1CCCCCC1
 : -5%, ?, i, 3%, 7%, 1%, 0%, 3%[46 µM]
CCCC1(C(=O)OCC)NC(c2cc(OC)c(OC)c(OC)c2)C2C(=O)N(CC)C(=O)C21 (configuration not stated)
 : 0%, 9%, i, -1%, -2%, 7%, -2%, 6%
N/C(=N\OC(=O)c1cc(-c2ccccc2)nc2ccccc12)c1ccc(Cl)cc1
 : 1%, -4%, i, 5%, -9%, -7%, -2%, 14%
Cc1cccnc1NC(=O)c1ccccc1NC(=O)C(C)(C)C
 : 0%, -8%, 5%, -3%, -5%, -2%, -1%, -12%
CC(C)N(Cc1cnn(C)c1)Cc1nc(-c2ccc(Cl)cc2)no1
 : -1%, -3%, i, 6%, -1%, /, -5%, 5%[46 µM]
COc1ccc(Nc2ccc3c(c2)=NC2(CCCCC2)[N+]=3[O-])cc1
 : ?, 3.5µM*, -13%, 0%, ?, -77%[inhibitor], -6%, ?
Cc1cc(C)cc(NC(N)=S)c1
 : 4%, 6%, -1%, /, 1%, /, -2%, -10%
O=C(O)CC(NC(=O)C1CCCCC1)c1ccc(OC2CCCC2)cc1 (configuration not stated)
 : -2%, -6%, -5%, 25%, -11%, -17%, 1%, 21%[9.22 µM]
CCN1CCN(C(=S)Nc2ccc3nc4n(c(=O)c3c2)CCCCC4)CC1
 : ?, ?, i, 7%, 3%, -43%[inhibitor], -1%, -5%[46 µM]
CCOC(=O)c1csc(NC(=O)CC2CCCC2)n1
 : 0%, -2%, i, 4%, 8%, 11%, -1%, -9%[46 µM]
CC(C)(C)SCCNC(=O)c1ccccc1
 : 17%, -2%, i, 4%, 5%, 30%, 1%, -4%
COc1ccccc1C/C(N)=N/OC(=O)COc1ccc(C)cc1
 : 1%, -5%, -10%, 19%, -10%, -1%, -1%, 0%[0.0737 µM]
CC1(C)N([O-])c2cc([N+](=O)[O-])ccc2[N+]1=O
 : -27%, /, -6%, -9%, -2%, /, -4%, /
CCCCCCCNc1cccc(C)c1
 : -12%, /, -4%, 5%, -2%, /, 0%, /
O=c1[nH]c(=O)n(Cc2ccco2)c2c1C(C(F)(F)F)(C(F)(F)F)N=C(C1CCCCC1)N2
 : 32%[activator], ?, -1%, -10%, -7%, -3%, -3%, -11%
COc1ccc(S(=O)(=O)N2CCCCC2)cc1NC(=O)c1ccc2c(c1)OCO2
 : -10%, ?, -4%, 3%, -10%, -2%, 0%, -1%
CCCn1c(SCc2cc(=O)[nH]c3ccccc23)nc2c1c(=O)n(C)c(=O)n2C
 : 6%, ?, 7%, 0%, -8%, 8%, 4%, 5%
CN(CC(=O)Nc1ccccn1)S(=O)(=O)c1ccc(Cl)cc1
 : 1%, -3%, -2%, 15%, 6%, -23%, -1%, -6%
CCCS(=O)(=O)N1CCN(CC2CC=CCC2)CC1 (configuration not stated)
 : ?, -6%, -11%, -8%, -2%, -12%, -6%, 15%
O=C(Nc1ccon1)c1cccc(S(=O)(=O)N2CCCCCC2)c1
 : 3%, -2%, i, 6%, 1%, -49%[inhibitor], 2%, -7%
CCc1ccc2[nH]c(C(=O)Nc3ccc4c(c3)OCO4)cc2c1
 : ?, /, 0%, 5%, 6%, /, -4%, /
CC(C)(C)C(=O)Nc1ccc(-c2cn3ccsc3n2)cc1
 : -5%, -2%, -10%, 7%, 7%, ?, -1%, -2%
CCN(CC)S(=O)(=O)c1ccc(N/N=C/c2ccc(O)cc2)nc1
 : ?, ?, -22%, 10%, -1%, -13%, -8%, /
CC(C(=O)Nc1ccccc1Br)c1ccc([N+](=O)[O-])cc1 (configuration not stated)
 : 2%, 3%, -3%, /, 5%, /, -3%, -10%
Cc1ccsc1/C=N/NC(=O)c1ccccn1
 : -4%, -9%, -1%, 4%, -7%, 11µM*, 0%, -5%
CCc1cccc(CC)c1NC(=S)NCc1nc2ccccc2[nH]1
 : 5%, 3%, i, -7%, -5%, 17%, -3%, /
CCn1c(C)[n+](Cc2ccccc2)c2ccc(C(=O)OC)cc21
 : -22%, -4%, 5%, 1.3µM*, 1%, -23%, -1%, /
CN(C)c1c([N+](=O)[O-])cc2[nH]c(=O)[nH]c2c1[N+](=O)[O-]
 : -3%, ?, i, 3%, -17%, 6%, 0%, -8%
Cc1cc(Br)c(OCc2ccc(C(=O)N/N=C3\CC(=O)CC(C)(C)C3)cc2)c(Br)c1
 : -24%, -4%, -8%, 3%, -9%, -29%, 1%, -12%
CCOC(=O)c1cnc2cc3c(cn2c1=O)CCCC3
 : ?, ?, i, -4%, -3%, 16%, 0%, 8%
Cc1ccc(S(=O)(=O)N2CCC(C(=O)N3CCC[C@H]3C(=O)NC3CCS(=O)(=O)C3)CC2)cc1 (some centres not stated)
 : 1%, -13%, i, 4%, -1%, 18%, -8%, -1%
Cc1nc(N)c(C#N)c(-c2ccccc2)c1C
 : 1%, 0%, -12%, /, -3%, /, 1%, 2%
COc1cc(/C=N/N2CCN(c3ccccc3OC)CC2)ccc1O
 : 5%, 0%, -4%, -21%, -7%, 28%, 0%, -6%
CN1CCCN(C2C3CC4CC(C3)CC2C4)CC1 (configuration not stated)
 : ?, 1%, -3%, -2%, 2%, 7%, 2%, -3%
CC(C)Cc1nnc(NC(=O)CCC(=O)Nc2ccc3cn[nH]c3c2)s1
 : -2%, /, -9%, 2%, -3%, /, 1%, /
Cc1nc(-n2nnc3ccccc32)c2c3c(sc2n1)CCCC3
 : ?, ?, i, -8%, 6%, -33%[inhibitor], -1%, ?
Cc1sc(NC(=O)c2ccco2)c(C(c2ccccc2)N2CCC(C)CC2)c1C (configuration not stated)
 : ?, ?, -6%, -3%, -1%, -75%[inhibitor], 0%, -12%[46 µM]
CCCCCCn1nc(C(=O)OCC(=O)c2c(N)n(C)c(=O)n(C)c2=O)c2ccccc2c1=O
 : -22%, -8%, i, -1%, -2%, -29%, 0%, /
CCCCSC1(SCCCC)N=C(N)C2(C#N)C(c3ccccc3)NC(C)=C(C)C12C#N (configuration not stated)
 : -11%, -7%, -2%, 5%, -8%, -5%, -3%, 4%
